JMJD2A Tudor = JMJD2A Tudor domain (human) inhibition; O75164; AlphaScreen JMJD2A-Tudor / H3K4me3 peptide binding; Potency, µM (doses to about 114 µM), without a hit: top-dose activity change, negative = inhibition, most hits filed as inhibitors; 4.4% of 390,000 active; AID 504339; note: % is set by controls: 0 for no effect and ±100 for the full control effect; nearly all actives have a fitted effect of over 50% in size
BAZ2B inh = blocks human BAZ2B. AID 504333. Q9UIF8. AlphaScreen BAZ2B-H3K14Ac peptide displacement. 4.4% of 360,000 active. Potency, µM (titrated, usually from 114 µM), for inactives: at the highest dose activity change, negative = inhibition, actives largely listed as inhibitors; note: % is set by controls: 0 for no effect and ±100 for the full control effect; nearly all actives have a fitted effect of over 60% in size
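AlphaScreen displacement: compounds (up to 110uM) incubated 30 min at room temperature with a preformed 50 nM BAZ2B/50 nM biotinylated H3K14Ac peptide complex in PBS pH 7.4 with Tween-20. Donor and acceptor beads at 10 ug/mL final added, 20 min light-protected before reading.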
Tb PGK inh = blocks T. brucei phosphoglycerate kinase. P07378. PGK/GAPDH coupled, Kinase-Glo luminescence, 60 min. Potency, µM (doses to about 57.5 µM), for inactives: top-dose activity change, negative = inhibition, usual class: inhibitors. 0.043% of 380,000 active; note: % is set by controls: 0 for no effect and ±100 for the full control effect; nearly all actives have a fitted effect of over 60% in size
Target sequence (P07378 whole entry, looked up): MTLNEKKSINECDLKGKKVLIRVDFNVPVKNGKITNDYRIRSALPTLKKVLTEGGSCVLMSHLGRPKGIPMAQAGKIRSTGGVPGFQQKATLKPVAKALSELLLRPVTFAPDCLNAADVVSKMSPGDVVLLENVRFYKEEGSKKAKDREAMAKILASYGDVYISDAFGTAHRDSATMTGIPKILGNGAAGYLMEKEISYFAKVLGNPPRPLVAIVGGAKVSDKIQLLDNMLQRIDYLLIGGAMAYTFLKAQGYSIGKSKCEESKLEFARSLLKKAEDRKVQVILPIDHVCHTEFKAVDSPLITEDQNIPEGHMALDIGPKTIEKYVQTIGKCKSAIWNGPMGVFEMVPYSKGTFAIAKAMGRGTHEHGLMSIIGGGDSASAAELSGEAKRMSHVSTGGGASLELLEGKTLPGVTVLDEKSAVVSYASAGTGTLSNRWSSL
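Luminescent ATP detection (Kinase-Glo Plus) follows a 60-minute room-temperature incubation, with wells lacking PGK as controls. Buffer: 100 mM TEA (pH 7.6), 5 mM MgCl2, 0.01% Tween-20. Coupling enzyme GAPDH (100 nM final) supplies unstable 1,3-BPG in-well.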
Pol iota inh = blocks human DNA polymerase iota activity. Pol iota fluorescent replication assay, 10 min. Potency, µM (highest dose often 115 µM), for the others: at the top dose activity, negative = inhibition, actives largely listed as inhibitors. 1% of 390,000 active
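Pol iota at 10 nM preincubated 15 min with compounds at room temperature; reaction started with fluorescent substrate, 50 nM final. Fluorescence read kinetically at 0 and 10 min; buffer-only wells as negative control.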
BLM inh = Bloom syndrome helicase (human) inhibition | P54132 | recombinant BLM DNA unwinding, fluorescence dequenching | Potency, µM (titrated, usually from 56.1 µM), without a hit: at the highest dose activity change, negative = inhibition, most hits filed as inhibitors | 0.2% of 350,000 active;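 note: plate controls were vehicle for no effect and no enzyme for full effect; nearly all actives have a fitted effect of over 35% in size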
Pin1 inhibitor = human Pin1 inhibition; Q13526; AID 504891; 0.009% of 390,000 active; Potency, µM (titrated, usually from 115 µM), for inactives: top-dose activity, negative = inhibition, most hits filed as inhibitors; Pin1 FP peptide displacement, HiFluor488, 10 min; active = well fitted inhibition curve with a large enough effect in the polarisation, with a control signal flat, not every such curve was filed as active; inconclusive = small, poorly fitted or top-dose-only effect, or effect the other way, or a change in a side signal; inactive = no such curve, though single readings can be large or run the other way; the % refers to the polarisation; note: % is set by controls: 0 for no effect and ±100 for the full control effect
GLS inhibitor = glutaminase GLS (human) inhibition; O94925; GLS enzymatic activity, qHTS titration; Potency, µM (doses to about 45.5 µM), without a hit: at the highest dose activity change, negative = inhibition, actives largely listed as inhibitors; 0.21% of 410,000 active; note: % is set by controls: 0 for no effect and ±100 for the full control effect
Target sequence (O94925 whole entry, looked up): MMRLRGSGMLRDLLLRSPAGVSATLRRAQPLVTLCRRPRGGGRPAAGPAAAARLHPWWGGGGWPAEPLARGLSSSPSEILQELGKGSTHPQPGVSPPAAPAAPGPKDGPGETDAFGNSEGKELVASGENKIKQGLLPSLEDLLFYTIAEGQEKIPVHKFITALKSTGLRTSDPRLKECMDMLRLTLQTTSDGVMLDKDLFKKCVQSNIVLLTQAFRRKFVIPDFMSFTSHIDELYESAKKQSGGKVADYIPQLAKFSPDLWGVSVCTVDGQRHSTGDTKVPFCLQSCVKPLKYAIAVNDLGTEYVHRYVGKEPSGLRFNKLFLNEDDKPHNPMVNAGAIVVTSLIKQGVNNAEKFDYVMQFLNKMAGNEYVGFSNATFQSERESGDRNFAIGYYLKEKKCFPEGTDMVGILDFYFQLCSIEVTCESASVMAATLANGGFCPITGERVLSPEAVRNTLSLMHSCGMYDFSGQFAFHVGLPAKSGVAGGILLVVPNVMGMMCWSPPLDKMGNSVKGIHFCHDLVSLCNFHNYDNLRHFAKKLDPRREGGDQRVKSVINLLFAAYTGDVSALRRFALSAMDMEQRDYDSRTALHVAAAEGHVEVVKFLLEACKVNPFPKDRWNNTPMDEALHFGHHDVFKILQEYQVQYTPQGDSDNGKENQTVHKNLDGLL
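Two-point fluorescence kinetic (t0, 30 min RT) for hKGA; glutamate detected via glutamate oxidase–HRP–Amplex Red. Substrate: 1 mM L-glutamine solution; buffer 45 mM KH2PO4, pH 8.2.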
G9a inh = inhibitors of human histone lysine methyltransferase G9a. Q96KQ7. G9a H3K9 monomethylation, AlphaScreen, 2 h. Potency, µM (highest dose often 102 µM), for inactives: at the top dose activity, negative = inhibition, actives largely listed as inhibitors. 8.8% of 350,000 active. AID 504332; note: % is set by controls: 0 for no effect and ±100 for the full control effect; nearly all actives have a fitted effect of over 75% in size
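AlphaScreen read-out: biotin-H3K9 peptide (500 nM) methylation by 20 nM enzyme with 20 uM SAM, 2 h at room temperature after 15 min compound preincubation; anti-monomethyl H3K9 antibody plus donor/acceptor beads, 10 min dark.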
HP1b binding inh = inhibitors of HP1-beta chromodomain binding to methylated histone tails | P83916 | Potency, µM (titrated, usually from 114 µM), inactives show at the top dose activity change, negative = inhibition, hits mostly inhibitors | 0.56% of 390,000 active | AlphaScreen HP1-beta / biotin-H3K9me3 peptide binding | AID 540317; note: nearly all actives have a fitted effect of over 70% in size; inactives centre near 23
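AlphaScreen: HP1-beta (50 nM) preformed 30 min with biotin-H3(1-18)K9me3 peptide (50 nM) in PBS pH 7.4, 0.01% Tween-20. Compound added for 30 min at RT, then streptavidin donor/nickel chelate acceptor beads (10 ug/mL) for 30 min.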
Numbers without * were called inactive; i = inactive; ? = inconclusive; nt = not tested or not shown; [ ] = another dose, or the depositor's remark. Unless noted, calls come from the whole dose curve; as a rule, active = well fitted curve in the direction sought with a large enough effect; inconclusive = small, poorly fitted or top-dose-only effect, or another doubt; inactive = no such curve, though single readings can be large; an effect the other way counts as inactive or inconclusive. Potency is the fitted concentration of half-maximal effect. Some of the compounds tested, so the mix of outcomes need not match the whole.

SMILES	JMJD2A Tudor	BAZ2B inh	Tb PGK inh	Pol iota inh	BLM inh	Pin1 inhibitor	GLS inhibitor	G9a inh	HP1b binding inh
CC(C)CCCCCCCCCCCCC(=O)NCC(=O)NC1C(C)OC(Nc2ncnc3nc[nH]c23)C(O)C1O (configuration not stated)	11%	nt	14%	19%	nt	6%	9%	nt	29%
C/C(=N\NC(=O)c1nnn(-c2nonc2N)c1CN(C)c1ccccc1)c1cccs1	19%	4%	-3%	8%	-3%	2%	12%	3%[12.7 µM]	56%[activator]
COc1ccc(CCNC(=O)CSc2nnc(-c3ccccc3)o2)cc1OC	-6%	nt	6%	25%	1%	-9%	6%	-8%[59 µM]	27%
COc1ccc(/C(N)=N/OC(=O)CCC2CCCC2)cc1OC	61%[activator]	83%[activator]	i	27%	-9%	1%	11%	135%[activator]	88%[activator]
O=C(CC1NC(=O)NC1=O)Nc1cccc2ccccc12 (configuration not stated)	-10%	-35%	-4%	27%	-1%	0%	-1%	-12%[59 µM]	42%[activator]
COc1ccc(Cl)c(OC)c1C(=O)NC(=O)Nc1nc(C)nc(C)n1	-14%	-13%	-3%	27%	-3%	-6%	1%	45%	36%
O=C(Nc1ccc(NC(=O)C2CC2)cc1)c1cccs1	3%	2%	-2%	-9%	-4%	-4%	-1%	nt	21%
COc1ccc(-c2nc(NC3=NCCCCC3)sc2C)cc1	-30%	?	8%	-2%	-2%	0%	6%	?	-10%
COc1ccc(C(=O)OCC(=O)Nc2ccc(N3CCOCC3)cc2)cc1OC	12%	12%	-4%	15%	nt	4%	0%	?	38%
CC(C)c1ccc(Nc2nc(Cl)nc(NCCO)n2)cc1	-10%	1%	-8%	152%[activator]	-5%	2%	-7%	nt	45%[activator]
CCOC(=O)N1CCC(c2cc(=O)n3[nH]c(-c4ccccc4)cc3n2)CC1	3%	-4%	-12%	5%	-1%	11%	0%	21%[59 µM]	54%[activator]
CCC(C(=O)NCCc1ccc(OC)c(OC)c1)n1nc(C)c2sc3ccccc3c2c1=O (configuration not stated)	-16%	-5%	1%	?	-9%	19%	7%	0%[59 µM]	36%
COC(=O)CN1C(=O)CSc2ccc(S(=O)(=O)Nc3cccc(Cl)c3C)cc21	-9%	-9%	i	25%	0%	-4%	5%	-8%[59 µM]	37%
O=C(CCCO)NC1Cc2ccccc2C1	-13%	-8%	i	54%[activator]	-3%	-14%	5%	6%	5%
O=c1c2c(-c3cccs3)csc2[nH]c(=S)n1-c1ccccc1	-4%[57.1 µM]	-32%	-3%	?	-5%	12%	12%	40µM*	-2%
COc1ccc(C2=C(C)C(N3CCC(C(=O)NCc4ccc(C)o4)CC3)=NS2(=O)=O)cc1	-21%	-18%	nt	1%	-10%	8%	2%	-34%[59 µM]	56%[activator]
COc1ccc(C(CNC(=O)c2cc(S(=O)(=O)Nc3cccc(C)c3)ccc2C)N2CCCC2)cc1 (configuration not stated)	-31%	nt	-3%	12%	nt	-14%	13%	nt	-7%
CCOC(=O)c1ccccc1NC(=O)N(C)CCc1c(C)nn(CC)c1C	-9%	-9%	-5%	19%	0%	-1%	0%	-4%[12.7 µM]	30%
S=C(NCC1CC1)N/N=C/c1ccccc1Cl	-4%	-2%	0%	79%[activator]	-3%	-2%	4%	29%[59 µM]	23%
COCC(C)Nc1ncnc2c1cnn2-c1ccc(C)c(C)c1 (configuration not stated)	-14%	4%	-8%	12%	-2%	-7%	0%	-5%[59 µM]	-5%
Cc1c(C(=O)Nc2ccccc2)c2ccc(C(F)(F)F)cc2n1O	-1%	nt	-4%	65%[activator]	nt	-5%	?	nt	28%
C/C(=N\OCC(=O)Nc1cc(C)cc(C)c1)c1ccc2c(c1)OCCO2	23%	2%	i	10%	-8%	-3%	2%	-1%	53%[activator]
Cc1cccc(N2CCC(N=CN(C)C)=N2)c1	?	-24%	-11%	14%	2%	-8%	33%[activator]	4µM*	6%
COc1ccc(CCNC(=O)CN2CCOc3ccccc32)cc1OC	-9%	0%	9%	14%	4%	1%	18%	-4%	63%[activator]
Cc1ccccc1NS(=O)(=O)c1ccc(Br)s1	-5%	6%	4%	-6%	-4%	5%	1%	-44%[59 µM]	53%[activator]
COc1nc(OC)nc(N2CCCCCC2)n1	0%	2%	3%	22%	0%	-2%	-3%	-7%[59 µM]	34%
CCOC(=O)[C@@H]1[C@H]2COc3cc(OC)ccc3[C@@H]2N2C(=O)N(c3ccc(OC)cc3)C(=O)[C@@]12C	-22%	nt	-9%	-8%	nt	-1%	1%	nt	28%
O=c1[nH]c2ccc(S(=O)(=O)N3CCN(c4ccc(F)cc4)CC3)cc2o1	-1%[11.4 µM]	-32%	6%	13%	-1%	0%	3%	-32%	62%[activator]
COc1ccc(NC(=O)COC(=O)CCCN2C(=O)c3ccccc3C2=O)cc1Cl	-23%	-2%	-2%	23%	-2%	-12%	9%	-8%	9%
COC(=O)c1cc(Br)c(=O)n(Cc2cccnc2)c1	0%	8%	-6%	-1%	0%	-9%	-1%	?	12%
O=S1(=O)CCC(N=Cc2cc(Br)ccc2O)C1 (configuration not stated)	-8%	-2%	-3%	1%	-9%	4%	-6%	9%[12.7 µM]	17%
COC(=O)C(=Nc1ccccc1)/C(C(=O)C(=O)N(C)c1ccccc1)=C(\O)c1ccccc1	?	-7%	i	11%	-6%	-2%	31%[activator]	nt	19%
COc1ccc(CN2CC(=O)N(c3ccccc3C)C2=S)cc1OC	-15%	-10%	-5%	156%[activator]	-21%	-2%	-10%	-5%	0%
O=C(O)Cn1c(C(F)(F)F)nc2ccccc21	3%	-6%	-7%	22%	-7%	-6%	-5%	3%[59 µM]	30%
CCC(C)c1ccc(O)c(/C=N/O)c1 (configuration not stated)	-30%	-6%	1%	?	-3%	8%	7%	52%[activator]	49%
Clc1c(OCCCn2ccnc2)ccc2ccccc12	56µM*	40µM*	-9%	6%	-2%	-7%	5%	79µM*	-9%
Cc1ccc(N2CCN(c3ncccc3[N+](=O)[O-])CC2)c(C)c1	40µM*	28µM*	-6%	105%[activator]	-7%	-6%	6%	18µM*	?
Cc1c(-c2ccccc2)nc2ccccc2c1C(=O)NCc1cccs1	-5%	9%	-10%	-10%	-2%	4%	0%	?	6%
O=C(Cn1c(SCC(=O)Nc2ccc(F)cc2)nc2ccccc21)NCc1ccccc1Cl	-5%	-13%	-7%	0%	0%	32%[activator]	-5%	7%[59 µM]	22%
Cc1[nH][nH]c(=O)c1C(c1cc2c(cc1Br)OCO2)c1c(C)[nH][nH]c1=O	-2%[11.4 µM]	-4%	1%	65%[activator]	-14%	15%	-26%	50µM*	27%
O=C(NC(Cc1ccccc1)C(=O)O)/C(=C/c1ccc([N+](=O)[O-])cc1)NC(=O)c1ccc(Br)o1 (configuration not stated)	2%	-29%	i	57%[activator]	1%	28%	16%	-21%	36%[activator]
CCc1ccc(C2c3c(n[nH]c3C)C(=O)N2c2ccc(C)cc2)cc1 (configuration not stated)	-17%	nt	-2%	19%	-4%	-2%	4%	-34%[59 µM]	7%
O=C(c1ccc(Br)cc1)c1cc([N+](=O)[O-])ccc1N1CCCCC1	?	?	-8%	13%	-6%	0%	3%	10%	5%
COc1ccccc1C(=O)OCCc1ccccc1	79%[activator]	nt	2%	13%	nt	-6%	1%	nt	69%[activator]
O=C(CCCNC(=O)c1ccc(Cl)cc1)OCc1cccc(Br)c1	54%[activator]	50%[activator]	9%	48%[activator]	nt	3%	0%	8%	72%[activator]
COc1ccc(S(=O)(=O)N(C)C)cc1NC(=O)Cc1cccs1	-8%	24%	-5%	-6%	1%	-4%	-1%	2%	43%[activator]
CC1CC(C)(C)NC(=S)N1CCCC(=O)N1CCN(c2ccccc2F)CC1 (configuration not stated)	-22%	-17%	7%	127%[activator]	-1%	-1%	3%	0%[59 µM]	-2%
CSc1nc(N)nc2c1ncn2CC(=O)NCCNc1ccc([N+](=O)[O-])cn1	-6%	nt	-4%	25%	nt	-11%	2%	nt	59%[activator]
CC(C)OC(=O)CNc1n[nH]c(=S)[nH]c1=O	79µM*	-21%	-4%	75%[activator]	-3%	2%	2%	25µM*	6%
O=C(N=C1SC2CS(=O)(=O)CC2N1c1ccc(F)cc1)C1CC1 (configuration not stated)	-14%	?	-7%	29%	0%	-7%	2%	16%	52%[activator]
CC(C)n1cc(CN2CCC(n3nccc3NC(=O)CCCc3ccccc3)CC2)cn1	-4%	-4%	-6%	0%	1%	6%	-5%	7%	16%
CCCN1CCN(CCCNC(=O)c2cc3c(Cl)nc4ccccc4c3s2)CC1	-16%	-29%	-4%	31%[activator]	187%[activator]	-1%	6%	-33%[59 µM]	19%
CCOC(=O)C1=C(CSc2nccn2C)NC(=O)NC1c1ccc2c(c1)OCO2 (configuration not stated)	-19%	-7%	i	19%	2%	-5%	5%	-11%[12.7 µM]	14%
Cc1ccc(/C=C2/SC(=S)N(CCC(=O)N3CCOCC3)C2=O)cc1	-23%	2%	-5%	-13%	0%	-1%	1%	17%	7%
O=C(Nc1ccc(F)cc1F)C1CC(=O)N(Cc2ccccc2)C1 (configuration not stated)	-8%	-7%	2%	-14%	nt	-1%	7%	2%[59 µM]	31%
CC1(C)Cc2c(c(N3CCOCC3)nc3sc(C(=O)Nc4cccc(Cl)c4)c(N)c23)CO1	-8%	-8%[57.1 µM]	-3%	10%	0%	-7%	9%	79µM*	42%[activator]
COc1ccc(-c2coc3cc4oc(=O)cc(-c5ccccc5)c4cc23)cc1F	-28%	-33%	2%	14%	-2%	3%	12%	14%[59 µM]	10%

Two entries picked at random from those above, as already listed:
SMILES	JMJD2A Tudor	BAZ2B inh	Tb PGK inh	Pol iota inh	BLM inh	Pin1 inhibitor	GLS inhibitor	G9a inh	HP1b binding inh
O=C(Nc1ccc(F)cc1F)C1CC(=O)N(Cc2ccccc2)C1 (configuration not stated)	-8%	-7%	2%	-14%	nt	-1%	7%	2%[59 µM]	31%
O=C(NC(Cc1ccccc1)C(=O)O)/C(=C/c1ccc([N+](=O)[O-])cc1)NC(=O)c1ccc(Br)o1 (configuration not stated)	2%	-29%	i	57%[activator]	1%	28%	16%	-21%	36%[activator]

Assay outcomes: PubChem BioAssay, National Center for Advancing Translational Sciences (NCATS)
